Cardiac RTF inh – cardiac RTF calcium desensitization. P19429+P45379. IANBD-labeled cardiac RTF, Ca2+ fluorescence. inhibition, % at 7.15 µM. 340,000 tested, 0.12% active. AID 493244;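 active = inhibition above the mean inhibition of all tested compounds plus 3 SD, cut at about 17% in these data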;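 note: assay run at fixed EC70 calcium of 1.6 mM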
NSD2 inh – blocks human histone methyltransferase NSD2 | inhibition, % at 12.5 µM | O96028 | 310,000 tested, 0.54% active | NSD2 peptide methylation, AlphaScreen, 120 min; in the data active = inhibition above about 50%
Arrestin-AP2 inh – blocks beta-arrestin peptide binding to AP2 adaptin | FITC-arrestin peptide / GST-AP2 beads, flow cytometry; AP2 beta2 appendage carries R879A mutation | inhibition, % at 10 µM | 340,000 tested, 0.31% active | AID 504490;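 active = inhibition above a set limit, near 3 SD of compounds lacking own fluorescence, cut at about 54% in these data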;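 note: plate controls were DMSO wells for no effect and 5 µM unlabelled arrestin peptide for full effect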
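System: GST-tagged AP2 beta2-adaptin appendage (R879A) on 4 µm glutathione beads / Reagent: FITC-arrestin peptide, 50 nM / Detection: HyperCyt-sampled flow cytometry, FL1 channel, ex 488/em 535 nm / Timing: 12 min plus 1 h, RT / Buffer or medium: PBS plus Tween 20 (0.05%) and BSA (0.1%)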
DAGLB inh – blocks human DAGLB lipase activity. Q8NCG7. HEK293T DAGLB membrane lysate, EnzChek fluorogenic substrate. inhibition, % at 5.17 µM. 340,000 tested, 0.059% active. AID 504411; in the data active = inhibition above about 34%;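 note: 0% = enzyme with vehicle and 100% = wells lacking enzyme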
SR-BI uptake up – activators of SR-BI mediated HDL lipid uptake; activation, % at 12.5 µM; CHO ldlA[mSR-BI] cells, DiI-HDL uptake fluorescence, 3 h; 100 = double the neutral-control signal; 320,000 tested, 0.096% active;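 active = mean replicate activation of at least 60% and every replicate at or above 60%; inconclusive = mean or all-replicate condition met, but not both; inactive = mean below 60% and not all replicates reaching 60%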;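 note: 0% = median plate neutral-control signal and 100% = twice that signal; values of inactives mirror those of a sister screen read the other way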
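Assay system: CHO ldlA[mSR-BI] cells, LDL receptor-null, SR-BI overexpressing; medium: Ham's F12 with 0.5% BSA, HEPES 25 mM, pH 7.4; also added: DiI-HDL 10 µg/mL; timing: 3 h uptake period with compound, 37 °C; signal: DiI fluorescence, bottom read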
PKA-R2B activ – activates the human PKA-R2B holoenzyme complex | activation, % at 11.4 µM | PKA-R2B holoenzyme dissociation, Cy5-IP20 fluorescence polarization; R2B truncated from residue 108, S112A mutant; 0% DMSO only, 100% 113 µM cGMP | P22694+P31323 | AID 504700 | 340,000 tested, 0.079% active;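 active = activation above a cutoff set at the mean over all compounds plus 3 SD, cut at about 18% in these data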;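 note: higher means more holoenzyme dissociation and a rise in polarization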
Target sequence (P31323 whole entry, looked up, other chains not shown, the tested form may be a part): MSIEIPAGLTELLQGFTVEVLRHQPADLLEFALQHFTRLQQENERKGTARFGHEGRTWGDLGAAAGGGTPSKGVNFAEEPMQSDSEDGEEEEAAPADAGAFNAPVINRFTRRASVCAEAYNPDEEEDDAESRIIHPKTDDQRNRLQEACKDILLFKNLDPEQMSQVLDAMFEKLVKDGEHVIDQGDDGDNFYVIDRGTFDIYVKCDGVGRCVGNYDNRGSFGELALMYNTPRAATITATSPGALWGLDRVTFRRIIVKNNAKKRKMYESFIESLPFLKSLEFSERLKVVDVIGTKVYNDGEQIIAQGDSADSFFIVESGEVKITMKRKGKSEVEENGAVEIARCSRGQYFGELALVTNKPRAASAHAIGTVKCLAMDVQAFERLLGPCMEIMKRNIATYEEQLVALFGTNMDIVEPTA
C-LANA FP – inhibitors of KSHV LANA C-terminal domain DNA binding; MBP-C-LANA/FAM-LBS DNA binding, fluorescence polarization; inhibition, % at 9 µM; 340,000 tested, 0.078% active; AID 504423;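 active = highest replicate inhibition at or above 60% at 9 µM, even if other replicates fall short; inactive = all replicates below 60% inhibition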;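 note: 0% = neutral control wells and 100% = 4 µM acridine orange control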
SR-BI DiI inh – mouse SR-BI HDL lipid transfer inhibition | Q61009 | ldlA[mSR-BI] CHO cells, DiI-HDL uptake fluorescence, 3 h | inhibition, % at 12.5 µM | 320,000 tested, 0.96% active | AID 488896;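 active = mean replicate inhibition of at least 70% and a set share of replicates each scoring 70 or more; inconclusive = meets just one of the two criteria; inactive = fails both criteria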;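 note: 0% = median of neutral control wells and 100% = median of positive control wells; values of inactives mirror those of a sister screen read the other way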
Target sequence (Q61009 whole entry, looked up): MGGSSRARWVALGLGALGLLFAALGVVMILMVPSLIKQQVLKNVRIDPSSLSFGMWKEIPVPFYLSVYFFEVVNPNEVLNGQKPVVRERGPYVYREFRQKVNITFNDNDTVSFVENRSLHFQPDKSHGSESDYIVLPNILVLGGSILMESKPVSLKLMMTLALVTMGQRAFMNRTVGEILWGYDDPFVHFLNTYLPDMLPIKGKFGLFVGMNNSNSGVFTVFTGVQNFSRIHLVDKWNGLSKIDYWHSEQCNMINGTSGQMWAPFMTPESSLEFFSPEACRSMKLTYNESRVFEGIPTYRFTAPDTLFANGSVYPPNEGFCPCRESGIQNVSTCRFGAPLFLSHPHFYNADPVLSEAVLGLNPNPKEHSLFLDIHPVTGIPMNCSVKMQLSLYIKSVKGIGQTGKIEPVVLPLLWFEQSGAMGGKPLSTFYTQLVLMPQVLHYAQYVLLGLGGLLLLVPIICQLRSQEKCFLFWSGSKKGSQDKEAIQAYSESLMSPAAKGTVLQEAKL
PvdQ acylase – blocks Pseudomonas aeruginosa PvdQ acylase activity; purified PvdQ acylase, fluorescence plate reader; inhibition, % at 10 µM; 340,000 tested, 0.063% active; AID 488965; in the data active = inhibition above about 30%, passing the limit was not always enough; inconclusive = no clear call, values can overlap the other calls;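 note: 0% = vehicle neutral wells and 100% = reference inhibitor wells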
Keap1 Nrf2 FP – inhibitors of human Keap1-Nrf2 protein-protein interaction. Q14145. 340,000 tested, 0.15% active. inhibition, % at 9.4 µM. Keap1 Kelch-Nrf2 peptide fluorescence polarization, 1536-well; in the data active = inhibition above about 12%; inconclusive = no clear call, values can overlap the other calls; inactive = below about 7.3%;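 note: human Keap1 Kelch domain with fluorescein labeled Nrf2 9mer peptide probe; 0% = neutral control wells and 100% = peptide positive control; higher means more block of Keap1 binding to Nrf2 peptide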
An asterisk follows results filed as active; ? = inconclusive; . = no result given. Compounds were not picked by outcome; any-hit rate near 2.1%.

SMILES	Cardiac RTF inh	NSD2 inh	Arrestin-AP2 inh	DAGLB inh	SR-BI uptake up	PKA-R2B activ	C-LANA FP	SR-BI DiI inh	PvdQ acylase	Keap1 Nrf2 FP
O=C(NS(=O)(=O)Oc1ccc(Cl)cc1)OC[C@@H]1CCCN2CCCC[C@H]12	-5	-1	-17	4	4	7	1.8	-4	-10	2
Cc1ccc(/C=C/S(=O)(=O)NCC(=O)OCC(=O)Nc2ccc(C(=O)N(C)C)cc2)cc1	-3	-3	-7	0	23	3	-0.2	-23	-15	-2
CCOC(=O)c1cc(N)cc([N+](=O)[O-])c1	-17	0	8	3	-2	2	-1.1	2	-13	-2
FC(F)(F)c1nc2ccccc2nc1N/N=C\c1ccccc1	-2	.	.	18	-18	-5	2.5	18	-7	-1
Cc1ccc(NC(=O)Nc2nnc(Cc3ccc(F)cc3)s2)cc1	7	-1	30	-2	15	2	0.9	-15	17	-1
O=C(N/N=C/c1cc([N+](=O)[O-])cc([N+](=O)[O-])c1O)C(O)(c1ccccc1)c1ccccc1	-4	8	-10	20	12	7	1.6	-12	-4	5
NC(CSC1(c2ccccc2)c2ccccc2-c2ccccc21)C(=O)O (centres undefined)	-5	0	30	-2	5	2	4.8	-5	0	-2
COCCn1c(=O)[nH]c(=O)c2c1nc(-c1cc(Br)c3c(c1)OCO3)n2Cc1ccccc1	-4	-3	3	4	11	-14	3.3	-11	-9	0
CCN=C1Sc2nc3ccc(OCC)cc3cc2CN1CCOC	12	1	-3	-6	-15	-3	-0.1	15	8	-6
Nc1nnc(-c2cccc([N+](=O)[O-])c2)o1	-15	-5	-6	0	.	2	-0.5	.	-8	2
Cc1cccc(C)c1OCC(=O)Nn1c(COc2ccccc2)nc2ccccc2c1=O	-9	.	6	-2	-1	-5	-0.3	1	-6	0
Cc1ccc(-n2cc(-c3ccccc3)c3c(N4CCN(C)CC4)ncnc32)cc1	-5	24	-3	0	-22	-1	-1.8	22	4	2
COC(C(=O)NC1CC1)c1ccccc1 (centres undefined)	-16	-1	-11	-1	18	-1	-2.7	-18	-4	-4
Cc1nnc(SCC(=O)N2c3ccccc3C(C)(c3ccccc3)CC2(C)C)s1 (centres undefined)	-6	-1	5	-5	22	-1	0.3	-22	-17	-3
CCCn1c(=O)[nH]c(=O)c2c1nc(-c1ccc(C#N)cc1)n2CCOC	-6	-4	-7	2	14	2	0.2	-14	-8	4
Cc1cccc(-c2nc(=S)c3c(o2)CCCC3)c1	-8	12	8	-2	-11	0	-1.6	11	7	-5
CCn1c(CNc2cccc(C(F)(F)F)c2)n[nH]c1=S	-8	1	7	2	-17	0	-0.8	17	-8	-3
CCC(=O)c1cc2c(C)cc(=O)oc2c(C)c1OC	-4	3	0	0	9	-3	0.0	-9	-7	2
CC(C)NC(=O)CC1C(=O)NCCN1CC(c1ccccc1)c1ccccc1 (centres undefined)	-10	0	38	2	.	6	-1.6	.	-9	0
CN(C)C(=O)/C(=C\c1ccncc1)NC(=O)c1ccccc1	2	0	-1	0	11	-2	0.3	-11	-12	-6
CC(C)CCOc1ccc(/C=N/N2C(=O)CSC2=S)cc1	-15	7	-5	1	18	-5	0.7	-18	-4	-8
O=C(COc1ccc2c3c(c(=O)oc2c1)CCC3)NCc1ccccn1	-4	-4	-6	1	6	8	0.7	-6	-12	0
Fc1ccc(CNC(=S)NC2CCCC2)cc1	5	-1	-7	1	12	-7	0.1	-12	-8	1
CCN(CC(=O)NCc1cccs1)C(=O)CCCOc1ccc(C(C)(C)C)cc1	-6	17	-7	-3	-26	-3	0.2	26	-14	-9
CN(CCCNC(=O)c1cc2c(Cl)nc3ccccc3c2s1)Cc1ccccc1	-5	13	0	-5	-27	-5	-1.9	27	-13	-8
SMILES	Cardiac RTF inh	NSD2 inh	Arrestin-AP2 inh	DAGLB inh	SR-BI uptake up	PKA-R2B activ	C-LANA FP	SR-BI DiI inh	PvdQ acylase	Keap1 Nrf2 FP
Cc1ccc(S(=O)(=O)N2CC=C(N)N2)cc1	2	-3	-10	-1	21	-6	2.9	-21	-5	0
O=C(CCCn1c(=S)[nH]c2cc3c(cc2c1=O)OCO3)N1CCN(c2ncccn2)CC1	-5	1	8	1	-47	3	0.5	47	-14	-5
N#C/C(=C\c1ccc(OCCN2CCOCC2)cc1)C(=O)Nc1ccccc1	-5	0	6	0	-24	-14	-0.1	24	-2	-1
C/C(=N\OCC(=O)OCC(=O)N(Cc1ccccc1)C(C)(C)C)c1ccc2c(c1)OCO2	-5	-2	-13	-4	4	-6	-0.2	-4	11	-9
Cc1ccc(NC(=O)CSc2sc3c(O)cc(=O)[nH]c3c2C#N)c(F)c1	-9	.	-1	3	16	-19	2.0	-16	-20	0
Cn1c(=O)c2c(-c3ccccc3)n(-c3ccccc3O)cc2n(C)c1=O	-2	0	23	-4	7	-11	0.2	-7	-6	-2
Cc1ccccc1-c1nc(CS(=O)(=O)CC(=O)NCCN2CCCC2)c(C)o1	-4	.	-9	3	-12	-11	-1.1	12	-17	-10
COC(=O)c1ccc(N2CCN(C)CC2)c(NC(=O)c2cccnc2)c1	-4	1	-16	-2	7	-4	6.2	-7	-10	-4
C=CCOCC(O)CS(=O)(=O)Cc1ccc(Cl)cc1 (centres undefined)	7	-1	3	2	11	-3	-1.8	-11	-20	0
COc1ccc(C(=O)c2ccccc2)c2c(O)ccc(C(=O)c3ccccc3)c12	4	2	13	-1	14	-2	2.5	-14	4	1
Cc1ccc(NC(=O)C/C(N)=N/O)cc1C	0	-1	-10	-2	0	-5	1.9	0	-6	-5
CCOC(=O)C1CCN(S(=O)(=O)c2c(C)[nH]c(=O)[nH]c2=O)CC1	-8	.	0	-1	13	3	0.3	-13	-16	-5
COc1cc2nc(CN3CCN(S(=O)(=O)c4c(F)cccc4F)CC3)[nH]c(=O)c2cc1OC	4	0	22	-1	1	-4	1.3	-1	?	-5
O=C(O)C1CC2C3CC(C(=O)O)C(C3)C2C1 (centres undefined)	-8	-2	-24	0	7	-7	-0.8	-7	-6	2
Cc1ccc(Sc2ccc(/C=N/O)cc2[N+](=O)[O-])cc1	0	-1	0	0	7	-11	0.6	-7	4	1
CCOc1ccccc1N(C)C(=O)c1nn(-c2ccc(OC)cc2OC)c(=O)c2ccccc12	-3	-2	-3	0	3	-1	0.9	-3	-7	-7
CCOc1ccc(OCC)c(S(=O)(=O)N2CCOCC2)c1	-7	-1	-17	-1	11	-8	-0.1	-11	-9	1
O=C(CN1C(=O)c2cccnc2Oc2ccc(Cl)cc21)Nc1ccc(F)cc1	-5	.	4	0	-23	2	0.0	23	-13	-7
FC(F)(F)c1cnc(-c2cnc(-c3ccccn3)nc2)c(Cl)c1	-2	-6	-4	-1	12	3	-1.8	-12	2	-2
Cc1ccc(NC(=S)Nc2cccc3cnccc23)c(C)c1	6	28	15	1	-14	0	0.9	14	-3	-3
CC1=C(C(=O)OCCNC(=O)c2cccnc2)C(c2cccc([N+](=O)[O-])c2)C(C(=O)OCCN(C)C)=C(C)N1 (centres undefined)	-12	4	1	2	7	-8	-1.2	-7	-6	-2
Cn1c(CNC(=O)Cc2ccc3c(c2)OCO3)nnc1SCc1ccccc1	-5	1	4	-2	5	-4	0.4	-5	-1	-2
Cc1ccc(CN2CCN(/N=C\C=C\c3ccccc3)CC2)cc1	-5	22	-12	-11	19	-2	-0.6	-19	-1	0
COC(=O)c1cccnc1N1CCN(c2ccccc2F)CC1	-3	-6	-5	-2	10	-3	-1.8	-10	-1	2
O=C(O)[C@@H]1CCCN1C(=O)c1ccco1	-6	-1	36	-2	30	11	0.1	-30	3	1
SMILES	Cardiac RTF inh	NSD2 inh	Arrestin-AP2 inh	DAGLB inh	SR-BI uptake up	PKA-R2B activ	C-LANA FP	SR-BI DiI inh	PvdQ acylase	Keap1 Nrf2 FP
CNC(=O)NC(=O)C(C)OC(=O)c1oc2ccccc2c1CSc1ccc(Cl)cc1 (centres undefined)	8	0	7	-4	-14	-10	-0.8	14	7	-1
Cc1onc(-c2c(F)cccc2Cl)c1C(=O)OCC(=O)NC(=O)NCC(C)C	-15	0	16	1	-14	-10	-0.8	14	-7	1
COc1ccc(-c2nnc(NC(=O)c3ccc4c(c3)OCCO4)o2)cc1	-8	-1	-5	3	3	3	-1.7	-3	-4	0
COc1ccc(/C=C/C(=O)N[C@@H](C)C(=O)O)cc1	5	-3	-6	4	17	-10	-0.4	-17	1	-2
CCCCC(NC(=O)CCc1c(C)c2cc3c4c(oc3c(C)c2oc1=O)CCCC4)C(=O)O (centres undefined)	0	5	-4	4	22	-5	2.1	-22	4	-3
CCOc1ccc(S(=O)(=O)N2CCN(C(=O)CN3C(=O)NC(C)(C)C3=O)CC2)cc1	2	-2	-6	0	9	-1	-0.4	-9	-5	-4
Cc1noc(C)c1NC(=O)N(C)C[C@H]1Oc2c(NS(=O)(=O)c3cn(C)cn3)cccc2C(=O)N([C@H](C)CO)C[C@@H]1C	1	.	33	-1	-1	1	-0.7	2	3	1
O=C(N/N=C/c1c(O)ccc2ccccc12)c1cccc(C(F)(F)F)c1	-40	0	2	-4	-137	6	9.0	137*	1	2
CCC1CCCCN1C(=O)c1ccc(OC2CCN(C(=O)CCOC)CC2)cc1 (centres undefined)	-11	-5	27	4	-6	-5	0.8	6	-4	2
O=C(O)CCS(=O)(=O)c1cc(Br)cc2c1N(C(=O)C1CC1)CC2	7	2	10	1	12	-5	2.8	-12	5	1
COc1cccc(C(=O)NCCCNC(=O)c2cccc(OC)c2)c1	-3	-3	8	1	-7	-4	-2.3	7	-19	-3
Cc1nn(Cc2ccccc2)c2ncccc12	-17	-3	6	2	6	-2	1.0	-6	-29	-2
C=CCSc1nc(C)cc(/C=C\c2ccccc2)c1C#N	-13	2	5	-2	-18	1	-0.2	18	-6	4
O=C(CCN1C(=O)S/C(=C\c2ccccc2)C1=O)N1CCOCC1	4	1	-2	1	26	-4	-0.4	-26	-7	-5
O=C(Nc1ccc(N2CCOCC2)c(Cl)c1)c1ccc(Br)o1	-4	-2	-3	-1	-41	-2	-3.6	41	-12	3
CC(=O)c1cc(CN2CCN(C3CCCCC3)C(CCO)C2)cs1 (centres undefined)	-22	1	3	0	1	-4	0.6	-1	-18	-3
COc1ccccc1C1CC(c2ccc(Br)cc2)=NN1C(=O)c1cccnc1 (centres undefined)	2	-1	0	0	-74	-12	1.7	74*	-4	-4
COc1ccccc1C(=O)Nc1ccc(S(=O)(=O)N2CCc3ccccc32)cc1	2	-4	-5	-6	-41	-6	0.4	41	-2	2
O=C(Cn1cc(C(F)(F)F)ccc1=O)NC1CCCC1	-1	25	36	3	13	5	-0.4	-13	-9	0

High-throughput results: PubChem BioAssay, several laboratories
